NCI-60 one-dose screen, 48 h, at 10 µM unless noted. Numbers give growth in % (100 = growth as untreated, 0 = no growth, -100 = all killed).
HCC-2998: HCC-2998 colon cancer | 4.7% of 79,000 active | AID 1794799
COLO 205: COLO 205 colon cancer | 7.3% of 79,000 active
SNB-19: SNB-19 CNS cancer cells. 2.5% of 81,000 active. AID 1794751
HCT-15: HCT-15 colon cancer; 5.2% of 82,000 active
SW-620: SW-620 colon cancer. 5.2% of 82,000 active
HCT-116: HCT-116 colon cancer; 7.3% of 82,000 active
SNB-75: SNB-75 CNS cancer; 5% of 79,000 active; AID 1794750
KM12: KM12 colon cancer cells. 5% of 82,000 active
HT29: HT29 colon cancer. 7.4% of 81,000 active
Numbers without * were called inactive; . = not tested or not shown; & = joins results of further samples. The calls were made as follows: active = growth percent below 10; inactive = the rest.

Second line of a record – HCC-2998	COLO 205	SNB-19	HCT-15	SW-620	HCT-116	SNB-75	KM12	HT29
> CC(C)(C)OC(=O)CN1CCc2c(sc3ncnc(N4CCN(c5ccc(F)cc5)CC4)c23)C1
 : 100	86	88	97	78	87	83	83	99
> O=c1c2cc(F)ccc2sc2c(NCc3ccccc3)nc3ccc(F)cc3c12
 : 126	113	102	87	97	78	81	93	89
> CC(=O)c1cccc(Nc2ncnc3ccc(NC(=O)c4ccco4)cc23)c1
 : 111	98	94	87	115	91	94	.	83
> O=C(N/N=C/c1c(Cl)cccc1Cl)c1ccccc1Nc1cccc(C(F)(F)F)c1
 : 117	126	97	88	96	93	105	.	103
> CCN1C(=O)N(CC)C2C1NN=c1s/c(=C3\C(=O)N(CCc4ccccc4)c4ccccc43)c(=O)n12 (centres undefined)
 : 13	7.4*	23	11	23	2.2*	-4.9*	14	0.5*
> CSc1ccc(/C(=N/NC(N)=S)c2ccc(F)cc2)cc1
 : 94	102	93	82	92	78	81	93	88
> O=C(O)c1cn(C2CC2)c2cc(N3CCN(Cn4nc(-c5ccccn5)oc4=S)CC3)c(F)cc2c1=O
 : 99	.	98	102	97	88	84	101	102
> COc1cc(-c2cc(-c3ccc(Cl)cc3)nc(N3CCOCC3)c2C#N)cc(OC)c1OC
 : .	67	94	61	99	56	80	88	55
> CCOC(=O)C1CN(C(C)(C)C)C(=O)C1=O (centres undefined)
 : 106	100	116	104	107	101	90	103	97
> Cc1c(C(=O)NCc2ccccc2)[n+](=O)c2cc(F)ccc2n1[O-]
 : 88	123	108	111	107	98	77	111	94
> COc1cccc(-c2cc(-c3cccc(NS(C)(=O)=O)c3)nc(N)c2C#N)c1O
 : -25*	-6.1*	42	27	37	25	-16*	23	13
> CC1=CC(=O)C(C(C)C)=CC1=Nc1cc(Br)c(O)c(Br)c1
 : -43*	144	42	21	27	1.1*	27	-1.8*	66
> COc1ccc(Nc2nc(C)c(/C(C)=N/NC(=S)Nc3ccccc3)s2)cc1
 : 110	105	95	70	97	81	65	98	77
> COc1ccc(C2CC(=O)N(c3cc(OC)c(OC)c(OC)c3)C3=NC(=O)N(C)C32)cc1 (centres undefined)
 : 113	115	103	102	98	109	98	103	94
> Cn1ccc2cc(NC(=O)CN=[N+]=[N-])ccc21
 : 101	119	95	99	103	102	116	104	94
> O=C(O)CCCl
 : 104	119	104	.	105	95	98	106	108
> Clc1ccc(Cl)c(N=Cc2ccc3c(c2)OCO3)c1
 : 98	109	107	106	107	104	103	106	110
> COc1cc(NCCCN(CC(C)C)CC(C)C)c2ncccc2c1
 : 86	90	100	73	67	62	95	85	83
> O=C(NNC(=O)c1ccncc1)Nc1cccc2ccccc12
 : 110	106	114	103	93	106	95	114	93
> N#CC1C(=O)NC(c2cccc([N+](=O)[O-])c2)c2sc3c(F)cccc3c21 (centres undefined)
 : 114	115	101	99	93	92	82	94	102
> COc1cc(CNC(=O)/C=C/C=C/c2ccc3c(c2)OCO3)ccc1OCc1cn(-c2cccc([N+](=O)[O-])c2)nn1
 : 90	.	89	98	94	89	89	102	102
> Nc1ccc2c(c1)C(=O)c1ccc(N)cc1-2
 : 102	117	99	111	104	109	95	113	97
> C=C(C)C1CC=C(C)/C(=N\NC(=O)c2ccncc2)C1 (centres undefined)
 : 101	117	111	102	108	104	108	117	99
> C=C(C)CN=Cc1ccc(OC)c(OC)c1
 : 109	106	99	108	102	101	86	97	93
> Cn1nc([N+](=O)[O-])nc1-c1ccccc1
 : .	120	116	107	91	99	104	84	112
> O=C1c2cccc3cccc(c23)C(=O)N1C/C=C/c1ccc2c3c(cccc13)C(=O)N(Cc1ccccc1)C2=O
 : 105	103	101	103	97	108	92	103	101
> COc1ccc(-c2ccnc3c(-c4ccccc4)c(Nc4ccccc4)nn23)cc1
 : 108	96	112	64	94	76	91	63	56
> O=C1/C(=C\c2ccc(-c3ccccc3Cl)o2)C=C(c2ccc(Cl)cc2)N1Cc1ccccc1
 : 105	106	85	86	100	71	80	100	86
> Clc1ccc(-c2nnc3c(/C=C/c4ccc(Br)cc4)nc4ccccc4n23)cc1
 : 121	126	91	99	104	94	76	108	106
> NNc1ncccn1
 : 102	117	111	106	95	98	80	101	92

SMILES	HCC-2998	COLO 205	SNB-19	HCT-15	SW-620	HCT-116	SNB-75	KM12	HT29
COc1ccc(Nc2nn3c(-c4ccccc4)cc(-c4ccccc4)nc3c2C(=O)Nc2ccc(C)cc2)c(OC)c1	94	105	91	103	110	99	.	107	97
Cc1ccc(NC(=O)CSc2nc(-c3cnccn3)cc(-c3cccs3)c2C#N)cc1	97	93	59	88	83	77	56	87	81
FC(F)(F)Oc1cccc(-c2cc(NCCCN3CCN(CCCNc4cc(-c5cccc(OC(F)(F)F)c5)nc5ccc(N6CCCC6)cc45)CC3)c3cc(N4CCCC4)ccc3n2)c1	108	97	111	98	94	84	98	90	110
CN(C)c1ccc([N+](=O)[O-])cn1	94	108	101	101	109	95	84	106	103
Cc1nn(-c2cccc(Cl)c2)c(C)c1N=Nc1ccc(Br)cc1	100	102	98	94	103	90	92	100	75
Cc1cccc(C(=O)NNC(=O)c2ccc3ccccc3c2)c1	103	107	98	108	106	111	94	117	97
Cc1cccc(Nc2cc(C)nc(N)n2)c1	97	112	111	107	112	94	74	101	95
CC(C)c1ccc(C(=O)OCCc2ccccc2)cc1	103	111	105	105	106	93	103	100	103
C=C(C)[C@@H]1CC[C@]2(C(=O)OC)CC[C@]3(C)[C@H](CC[C@@H]4[C@@]5(C)C/C(=C/c6ccco6)C(=O)C(C)(C)[C@@H]5CC[C@]43C)[C@@H]12	95	107	95	93	103	94	87	100	94
CN(C)c1ccc2nc3ccc(=[N+](C)C)cc-3oc2c1	43	-10*	14	33	9.0*	6.5*	71	35	33
CS(=O)(=O)Nc1cccc(-n2c(COc3ccc(OC(F)(F)F)cc3)nc3ccccc32)c1	113&114	113&100	101&94	105&95	108&97	104&86	95&55	101&92	114&103
Cc1nc(Nc2ccc(OCc3c(-c4ccccc4)no[n+]3[O-])cc2)c2cnn(-c3ccccc3)c2n1	108	114	99	96	120	99	.	102	106
C#C[C@H]1CCCCCC1O (some centres undefined)	102	111	106	114	104	106	.	107	107
N#Cc1ccccc1Cn1cc(CSc2nc3ccccc3s2)nn1	101	111	97	94	104	99	91	99	105
C=CCc1cc(Nc2c3ccc(Cl)cc3nc3ccc(OC)cc23)cc(CN(CC)CC)c1O	24	-84*	21	9.5*	16	6.0*	13	12	3.0*

Grouped by structure, the entries above with bromine (three)
SMILES	HCC-2998	COLO 205	SNB-19	HCT-15	SW-620	HCT-116	SNB-75	KM12	HT29
CC1=CC(=O)C(C(C)C)=CC1=Nc1cc(Br)c(O)c(Br)c1	-43*	144	42	21	27	1.1*	27	-1.8*	66
Clc1ccc(-c2nnc3c(/C=C/c4ccc(Br)cc4)nc4ccccc4n23)cc1	121	126	91	99	104	94	76	108	106
Cc1nn(-c2cccc(Cl)c2)c(C)c1N=Nc1ccc(Br)cc1	100	102	98	94	103	90	92	100	75

(more compounds)
SMILES	HCC-2998	COLO 205	SNB-19	HCT-15	SW-620	HCT-116	SNB-75	KM12	HT29
CC(C)c1ccc(O)c(=O)cc1	69	80	77	50	71	50	76	84	72
Cc1nc(CSc2ccccc2C(=O)Nc2cccc(-c3nnco3)c2)no1	.	79	88	94	86	71	68	88	80
CCOC(=O)C1C2C=CC(C2)C1C(=O)OC (centres undefined)	101	110	103	101	102	105	75	106	92
COc1ccc(-c2c3c(cn2Cc2cccc(OC)c2)-c2oncc2CCC3)cc1	111	95	93	95	96	97	103	83	109
CC(=O)NC1[C@H](OCCCNC(=O)C(F)(F)F)O[C@H](COC(C)=O)C(OC(C)=O)[C@@H]1OC(C)=O (some centres undefined)	101	104	106	102	104	103	88	106	106
O=C(Nc1cccc(Cn2c(=O)[nH]c3ccc(Oc4ncccn4)cc3c2=O)c1)c1cccc(F)c1	93	.	73	83	95	71	75	67	76
COc1ccccc1CNCc1ccccc1	107	105	104	101	104	102	95	110	93
CC(C)[C@@H]1CC[C@@H](C)C[C@H]1OC(=O)NN	98&93	106&105	96&109	96&101	108&103	88&104	95&103	106&102	101&96
NS(=O)(=O)c1ccc(C(=O)NN2C(=O)c3cccc4cc([N+](=O)[O-])cc(c34)C2=O)cc1	107	109	98	102	101	103	78	106	105
Cc1cc(Cl)cc2sc(C(=O)O)c(N)c12	96	129	113	105	106	114	95	111	105
COc1ccc(-c2nc(-c3nc4ccccc4[nH]3)c3ccccn23)cc1	112	97	78	75	107	87	64	.	60
CCOC(=O)C(Cl)c1cccc(OC)c1OC (centres undefined)	115	126	111	105	128	84	98	111	127
CC(=O)[C@@]1(O)CCC2C3C=C(Cl)C4=CC(=O)[C@@H]5CC5[C@]4(C)C3CC[C@@]21C (some centres undefined)	109	112	103	103	104	99	114	105	99
C=C1C(=O)O[C@H]2[C@H]1CC/C(C(=O)NCCCNC(=O)/C1=C/CC[C@@]3(C)O[C@H]3[C@H]3OC(=O)C(=C)[C@@H]3CC1)=C\CC[C@@]1(C)O[C@@H]21	92	96	105	100	101	97	97	95	117
CC12SCC(C(=O)NCc3ccc(Cl)cc3Cl)N1C(=O)c1ccccc12 (centres undefined)	99	109	101	105	104	96	100	101	84

SMILES	HCC-2998	COLO 205	SNB-19	HCT-15	SW-620	HCT-116	SNB-75	KM12	HT29
CNc1ccc(Br)c2c1C(=O)c1ccccc1C2=O	109	132	110	98	107	97	97	107	.
Cc1ccc(N[C@H]2[C@H]3OC(C)(C)O[C@H]3[C@@H](C3COC(C)(C)O3)O[P@]2(=O)c2ccccc2)cc1 (some centres undefined)	96	105	101	101	103	99	111	114	99
NC(=O)[C@@H]1CC2CCC1C2 (some centres undefined)	121	107	111	98	94	101	85	102	117
CC(=O)c1ccc(Cl)s1	.	106	111	101	103	103	110	101	110
Cc1nc(C(F)(F)F)c(F)c(=O)[nH]1	107	105	103	102	100	94	82	.	85
O=C(O)c1ccc(-c2ccc(/C=N/NC(=O)c3[nH]c4ccc(Br)cc4c3-c3ccccc3)s2)cc1O	54	102	30	72	89	46	74	100	105
C=C(C)CNC(=O)C1CC(C)=CC(C)C1C (centres undefined)	105	103	101	100	98	97	84	97	87
O=C(O)c1ccc(-n2cc(/C=N/Nc3ccccc3)c(-c3cc4ccc(O)cc4oc3=O)n2)cc1	85	104	102	79	64	81	82	48	83
O=C(NCCc1ccccc1)c1ccc2c(c1)nc(-c1ccccc1)n2C1CCCCC1	72	33	107	10	82	74	92	52	13
N#Cc1ccc(S(=O)(=O)Nc2ccc(-c3cnc(N)[nH]3)cc2)cc1	105	105	94	97	102	107	106	103	99
CC1(C)[C@@H]2CC[C@]1(C)[C@@H](O)C2	106	109	110	103	102	99	97	102	96
